# Source: PubChem
# S2 tox: viability counter-screen for ATXN expression inhibitors | Potency, µM (series often up to 56.7 µM), usual class: cytotoxic | S2 cells (HEK-293 line with an ATXN2-luciferase reporter) viability, CellTiter-Fluor protease fluorescence, 24 h | AID 651635 | 400,000 tested, 0.49% active; also: potency is read from the fitted curve at half-maximal effect; nearly all actives have a fitted effect of over 40% in size
# MCF10A rereplic: induces DNA re-replication in MCF 10a normal breast cells; MCF 10A DNA re-replication, Hoechst nuclear intensity, 48 h; Potency, µM (titrated, usually from 46.1 µM), inactives show at the highest dose activity, positive = re-replication, usual class: activators; 350,000 tested, 2.9% active; AID 624296; also: potency is read from the fitted curve at half-maximal effect; % of control where 0% means no effect; nearly all actives have a fitted effect of over 50% in size
# ATXN2 expr inh: reduces ATXN2 reporter expression in HEK-293 cells | Potency, µM (series often up to 57 µM), without a hit: at the highest dose activity change, negative = inhibition, hits mostly inhibitors | HEK-293 ATXN2-luciferase reporter, luminescence, 24 h | 360,000 tested, 0.72% active | AID 1745845; also: potency is read from the fitted curve at half-maximal effect; % is scaled to controls: 0 for no effect and ±100 for the full control effect; nearly all actives have a fitted effect of over 55% in size
#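 ATXN2-luciferase reporter cells (luciferase flanked by upstream and downstream ATXN2 gene portions) were treated 24 h at 37 °C with compounds at up to 57 uM. SteadyGlo luminescence gave expression; GF-AFC fluorescence gave viability.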
# HT1080-NT tox: kills 2HG-producing HT-1080-NT fibrosarcoma cells; HT-1080-NT fibrosarcoma viability, CellTiter-Glo ATP luminescence, 48 h; Potency, µM (highest dose often 46.1 µM), for the others: at the highest dose activity, negative = less viability, hits mostly cytotoxic; 360,000 tested, 1.6% active; AID 686970;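 also: NT is the 2HG producing partner of a matched IDH1 knockdown line; potency is read from the fitted curve at half-maximal effect; 0% = DMSO-treated cells and -100% = media-only wells without cells; nearly all actives have a fitted effect of over 55% in size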
#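 Viability by CellTiter-Glo luminescence after 48 h compound exposure at 37C of HT-1080-NT cells (750/well, RPMI, 5% FBS). % activity scaled between DMSO wells and medium-only wells, then curve-fitted and categorized by curve class.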
# SW480 rerep: induces DNA re-replication in SW480 colon adenocarcinoma cells; SW480 DNA re-replication, Hoechst DNA content imaging, 48 h; Potency, µM (highest dose often 46.1 µM), for inactives: top-dose re-replication activation, actives largely listed as activators; 340,000 tested, 1.8% active; also: potency is read from the fitted curve at half-maximal effect; % of control where 0% means no effect; nearly all actives have a fitted effect of over 55% in size
#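 Image-based read-out: total Hoechst fluorescence of nuclei (405 nm excitation, 500-530 nm emission), with hits raising the fraction of high-intensity nuclei. SW480 colon cells incubated 48 hr with compounds at 37 C.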
# HT1080 IDH1KD tx: kills HT-1080 cells with IDH1 knockdown; HT-1080 IDH1 knockdown viability, ATP luminescence, 48 h; Potency, µM (titrated, usually from 46.1 µM), for inactives: at the top dose activity, negative = toxicity, hits mostly cytotoxic; 360,000 tested, 2% active;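 also: potency is read from the fitted curve at half-maximal effect; 0% = DMSO wells and -100% = cell-free medium wells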
#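 % activity derives from luminescence (CellTiter-Glo), normalised to DMSO and no-cell wells. HT-1080-IDH1KD cells, 750/well, had 48 h compound exposure at 37 °C.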
# KB-3-1 cytotox: KB-3-1 parental cell cytotoxicity; AID 1347075; Potency, µM (titrated, usually from 46.1 µM), for the others: at the highest dose activity change, negative = cytotoxic, hits mostly cytotoxic; KB-3-1 viability, CellTiter-Glo ATP luminescence, 72 h; 400,000 tested, 1.4% active; also: potency is read from the fitted curve at half-maximal effect; % is scaled to controls: 0 for no effect and ±100 for the full control effect; nearly all actives have a fitted effect of over 60% in size
#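 Cells are dispensed, compounds pinned in, plates held at 37 °C for 72 h, then CellTiter-Glo is added and luminescence read after 10 minutes. Cell line: parental KB-3-1 in phenol-red-free DMEM, 10% FBS.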
# HepG2 tox: kills HepG2 cells in TGF-b inhibitor counter-screen; AID 588856; HepG2 CAGA-GFP viability, ATP luminescence, 18 h; 410,000 tested, 0.76% active; Potency, µM (top dose mostly 46.1 µM), for inactives: at the highest dose activity change, negative = cytotoxicity, actives largely listed as cytotoxic; also: potency is read from the fitted curve at half-maximal effect; some results filed as inactive show a strong effect at the top dose
#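 HepG2 CAGA-GFP cells (1000/well, DMEM with 1% FBS) received compound, then TGF-beta at 500 pg/mL final, and were incubated 18 hours at 37 degrees C. Viability was read by CellTiter-Glo luminescence. Media-only wells were set as complete cell-killing and DMSO as no toxicity.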
# IL1B secr inh: inflammasome signaling inhibition, IL-1 beta readout | activity change, % at 57.5 µM | THP-1 LPS/ATP IL-1B secretion, AlphaLISA, 16 h; stronger effect = lower value | 360,000 tested, 4.7% active | AID 743279; in the data active = activity change below about -50%; inconclusive = mostly about -30% to -49%; also: % is scaled to controls: 0 for no effect and ±100 for the full control effect
#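 Secreted IL-1B measured by AlphaLISA bead assay after 16 h compound exposure of THP-1 cells; compounds (final up to 57.5 uM) added 1 h before LPS (250 ng/mL) and ATP (1.25 mM) stimulation; lower signal means less secretion.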
# Active calls of the source: *; i = inactive; ? = inconclusive; . = not tested or not shown; & = joins results of further samples; [ ] = another dose, or the depositor's remark. Unless noted, calls follow the shape of the dose curve; as a rule, active = well fitted curve in the direction sought with a large enough effect; inconclusive = small, poorly fitted or top-dose-only effect, or another doubt; inactive = no such curve, though single readings can be large; an effect the other way counts as inactive or inconclusive.
SMILES,S2 tox,MCF10A rereplic,ATXN2 expr inh,HT1080-NT tox,SW480 rerep,HT1080 IDH1KD tx,KB-3-1 cytotox,HepG2 tox,IL1B secr inh
c1ccc(Oc2cc(-n3cccn3)ncn2)cc1,i,5%,28%,-6%,-2%,-6%,-9%,-27%,-11
CC(/C=N/NC(=O)c1cccs1)=C\c1ccco1,i,-4%,31%[11.3 µM],2%,-1%,4%,-2%,-2%,27
O=C(N/N=C/c1ccc2c(c1)OCO2)c1cc2ccccc2o1,i,-10%,-3%,1%,4%,-2%,5%,-4%,23
COc1ccc(-n2c(CN3CCOCC3)nc3ccc([N+](=O)[O-])cc3c2=O)c(OC)c1,i,3%,7%,0%,-11%,-5%,-3%,-8%,43
Cn1c(NCCc2ccncc2)nc2cc(-c3cccc(Cl)c3)sc2c1=O,i,.,15%,1%,.,23%,0%,-43%,14
COc1cccc(C(=O)N2CCCc3ccccc32)c1,i,2%,0%,3%,-2%,2%,-26%,5%,-5
Cc1cc(C)cc(NC(=O)COc2coc(CN3CCN(c4ccccc4)CC3)cc2=O)c1,?,4%,-27%,-25%,1%,-13%,1%,-12%,-8
CCc1cc2c(Nc3ccccc3O)nc(C)nc2s1,i,2%,-7%,-6%,-1%,?,-1%,-25%,4
COc1c2n(C)ccc3c-2n(c(=O)c1=O)c1ccccc31,i,4%,3%,0%,0%,5%,12%,3%,9
Cc1ccc(OCc2cc(C(=O)NCC(C)c3ccccc3)no2)cc1C (stereo unspecified),i,?,-23%,0%,1%,-19%,.,1%,6
CCc1cc(C(=O)N2CCCC(CNC(=O)c3ccc(-c4ccccc4)cc3)C2)no1 (stereo unspecified),i,29%,10%,1%,-6%,0%,-7%,-19%,-23
CCOCCc1nnc(NC(=O)c2cc(OC)c(OC)cc2[N+](=O)[O-])s1,?,-2%,-14%,9%,-13%,16%,26%,-18%,49
Cc1ccc(C)c(S(=O)(=O)N2CCCOC2CNC(=O)C(=O)NCCCn2ccnc2)c1 (stereo unspecified),i,-7%,-13%,5%,-3%,0%,-10%,1%,6
CC(=O)C1=C(C)NC(C)=C(C(C)=O)C1c1cccs1,i,-3%,-11%,7%,2%,3%,17%,14%,0
CC(=O)c1ccc(OCCCC(=O)Nc2cccc(S(=O)(=O)N3CCOCC3)c2)cc1,i,3%,3%,-17%,-3%,-8%,-9%,5%,24
CCCCP(=O)(c1ccccn1)c1ccccn1,i,-2%,-1%,5%,5%,7%,-16%,-32%,-18
C#CCNC(=O)C1=C[C@@H](c2ccc3c(c2)OCO3)C[C@@H](OCc2ccc(CO)cc2)O1,i,6%,8%,-1%,4%,10%,17%,-20%,0
O=[N+]([O-])c1cc(-c2nc(-c3ccncc3)no2)ccc1NCc1ccccc1,i,.,-6%,.,.,.,-5%,-48%,.
CCCOc1ccc(NC(=O)CC2C(=O)N(Cc3ccccc3)C(=S)N2Cc2cccs2)cc1 (stereo unspecified),?,?,-26%,-21%,?,-30%,?,-24%,?
CN(C(=O)COn1nnc2ccc(Cl)cc21)C1CCS(=O)(=O)C1 (stereo unspecified),i,-5%,10%,-2%[9.24 µM],-23%,3%,0%,-20%,-23
COc1ccccc1/C=C(/NC(=O)c1ccccc1)C(=O)NCCCn1ccnc1,i,7%,10%,?,-20%,15%,10%,15%,-23
O=C(Nc1ccc(CN2CCCCC2)cc1)c1c(F)c(F)c(F)c(F)c1F,i,?,1%,-19%,-13%,-4%,-14%,-26%,-11
CC(=O)Oc1ccccc1C1OC(=O)c2ccccc2N1C(C)=O (stereo unspecified),?,0%,-5%,-3%,-6%,-5%,-12%,-14%,-19
CCCCNC(=O)C[C@@H]1C[C@@]2(C(=O)OC)CCCCC=C2N(CCc2ccc(OC)c(OC)c2)C1=O,.,.,.,-4%,.,1%,6%,.,-13
O=C(/C=C/c1ccco1)NC(=S)Nc1ccccc1,i,25%,.,-21%,18%,-18%,0%,-1%,-20
O=C1CSc2ccc(S(=O)(=O)NCc3ccccc3)cc2N1,i,-1%,.,-2%,-12%,-5%,-13%,-2%,27
COc1ccc2cc3cc(C(=O)NCc4ccccn4)oc3nc2c1,i,2%,7%,0%,1%[9.22 µM],-3%,-21%,-1%,-27
CC(C)COc1ccc(-c2nn(-c3ccccc3)cc2CO)cc1,i,?,.,-2%,47%,-8%,-17%,-135%,-11
N#C/C(=C/c1ccncc1)c1nc2ccccc2s1,i,?,4%,4%,1%,12%,1%,3%,1
CCCCc1ccc(-c2csc(/C(C#N)=C\c3ccco3)n2)cc1,.,18µM*,3%,2%,?,-1%,-1%,-26%,-3

# Complete entries from above. Order of values: S2 tox, MCF10A rereplic, ATXN2 expr inh, HT1080-NT tox, SW480 rerep, HT1080 IDH1KD tx, KB-3-1 cytotox, HepG2 tox, IL1B secr inh
# O=C(Nc1ccc(CN2CCCCC2)cc1)c1c(F)c(F)c(F)c(F)c1F is listed with i, ?, 1%, -19%, -13%, -4%, -14%, -26%, -11
# Cc1ccc(OCc2cc(C(=O)NCC(C)c3ccccc3)no2)cc1C (stereo unspecified) is listed with i, ?, -23%, 0%, 1%, -19%, ., 1%, 6

# The listing picks up, repeating the four entries before the break.
SMILES,S2 tox,MCF10A rereplic,ATXN2 expr inh,HT1080-NT tox,SW480 rerep,HT1080 IDH1KD tx,KB-3-1 cytotox,HepG2 tox,IL1B secr inh
COc1ccc2cc3cc(C(=O)NCc4ccccn4)oc3nc2c1,i,2%,7%,0%,1%[9.22 µM],-3%,-21%,-1%,-27
CC(C)COc1ccc(-c2nn(-c3ccccc3)cc2CO)cc1,i,?,.,-2%,47%,-8%,-17%,-135%,-11
N#C/C(=C/c1ccncc1)c1nc2ccccc2s1,i,?,4%,4%,1%,12%,1%,3%,1
CCCCc1ccc(-c2csc(/C(C#N)=C\c3ccco3)n2)cc1,.,18µM*,3%,2%,?,-1%,-1%,-26%,-3
CCCc1cc(=O)oc2cc(OCC(=O)NCCCN3CCOCC3)c(Cl)cc12,i,-2%,.,-9%,-28%,-1%,-4%,0%,-9
O=C(Nc1ccccc1-c1nc2ccccc2[nH]c1=O)c1cccs1,i,-12%,-1%,-20%,-1%,-19%,-1%,-1%,7
CC(C(=O)NCCS(=O)(=O)c1ccc(Cl)cc1)S(=O)(=O)c1ccc(Cl)cc1 (stereo unspecified),?,3%,-13%,3%,0%,-2%,0%,8%,-20
COc1ccccc1/C=N/NC(=O)CCn1cnc2ccccc21,i,8%,4%,1%,-10%,-2%,-5%,-9%,0
Cc1ccc(C(=O)/C=C/c2c(C)nn(-c3ccccc3)c2Cl)cc1,i,16µM*,6%,?,?,?,-1%,-40%,-95*
O=C(NC1CCCC1)C(c1ccccc1F)N(C(=O)c1csnn1)c1ccccc1 (stereo unspecified),i,0%,-2%,7%,0%,-2%,6%,6%,-1
CN=c1scc(-c2ccc([N+](=O)[O-])cc2)n1/N=C/c1ccco1,i,-8%,-16%,17%,-3%,?,-16%,5%,-10
Cc1cc(NC(=O)/C=C/c2ccc(F)cc2)n(-c2nc3ccccc3[nH]2)n1,i,?,-17%,-13%,2%,-3%,1%,-23%,7
CC(=O)Nc1ccc(CN2CCCC(CO)(Cc3cccc(Cl)c3)C2)cc1 (stereo unspecified),i,-2%,.,-10%,-11%,-15%,0%,-27%,5
COc1ccccc1Oc1cn[nH]c1-c1ccc(OCC(=O)NN)cc1O,i,-5%,-11%,-10%,-6%,0%,-19%,6%,-14
CN(C)c1ccc(-c2csc(C(C)(O)c3ccc(F)c(F)c3)n2)cc1 (stereo unspecified),i,.,-18%,?,.,?,-6%,-34%,-13
CCOc1ccc(N(C)C(CNS(=O)(=O)c2ccccc2)c2ccccc2)cc1 (stereo unspecified),i,.,?,.,.,.,?,-3%,.
COC(=O)c1cc(C(=O)OC)n(Cc2ccc(F)cc2)c1C,i,3%,10%,1%,-1%,-3%,-6%,-5%,31
COC(=O)Cn1c(=NC(=O)c2ccc(Cl)s2)sc2cc(F)ccc21,i,-4%,12%,-8%,0%,-11%,-3%,-18%,-6
CC(=O)Nc1ccc(-c2ccnc3c2CC(C)(C(=O)NCC2CCOCC2)O3)cc1 (stereo unspecified),i,.,2%,?,.,-24%,?,5%,26
O=C(CCl)NCCNC(=O)c1cc(OCC(F)(F)F)ccc1OCC(F)(F)F,i,?,-2%,?,?,?,13%,-19%,-60*
Cc1ccc(-c2cc3ncc(C(=O)c4cc(Cl)c(C)cc4O)cn3n2)cc1,i,.,-4%,.,.,.,0%,-1%,.
CCCCn1c(N)c(N(CC(C)C)C(=O)CC(NC(=O)c2ccccc2)c2ccccc2)c(=O)[nH]c1=O (stereo unspecified),i,6%,2%,1%,1%,4%,-4%,-4%,-8
Nc1nc(-c2ccccc2)c(Br)c(=O)[nH]1,i,-1%,16%,.,10%,.,.,.,.
O=c1[nH]c2ccccc2s1,i,1%&4%,0%,1%,-9%&-2%,6%,1%,-22%,3
